# From PubChem
# Pf Dd2 inh – blocks in vitro growth of P. falciparum Dd2. P. falciparum Dd2 growth, SYBR Green, 72 h. Potency, µM (highest dose often 28.9 µM), for the others: top-dose activity, negative = inhibition, hits mostly inhibitors. actives 4.3% (n = 120,000). AID 1347417; active = well fitted inhibition curve with a large enough effect; inconclusive = small, poorly fitted or top-dose-only effect; inactive = no such curve, though single readings can be large or run the other way;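 note: plate controls were DMSO vehicle for no effect and reference drug for full effect; nearly all actives have a fitted effect of over 65% in size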
#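 Infected erythrocytes (Dd2, 0.3% parasitemia, 2.5% hematocrit final) are added to compound in RPMI-1640/Albumax II medium, grown 72 h at 37C in low oxygen, then lysed with saponin/Triton-X containing SYBR Green and read by fluorescence.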
# An asterisk follows results filed as active; i = inactive; ? = inconclusive; [ ] = remark or other dose. Potency is the fitted concentration of half-maximal effect. Some of the compounds tested; the hit share may differ from the screen's.
SMILES,Pf Dd2 inh
O=C(Nc1cc(-c2nc3cc(Cl)ccc3o2)ccc1Cl)c1cc2ccccc2o1,14%
C=Cc1ccc(Cn2c(=O)c(-c3noc(CC)n3)c3n(c2=O)CCCC3)cc1,-1%
CCCCCC(=O)N(c1ccc(OCC)cc1)S(=O)(=O)c1ccc2c(c1)n(C)c(=O)n2C,-26%
COc1ccc(CNC(=O)CN2C(=O)NC3(CCOCC3)C2=O)cc1,36%
O=C(O)C1CCc2nnc(C3CCN(C(=O)c4ccccc4)C3)n21 (stereo not drawn),15%
COc1ccc(-c2nnc(SCC(=O)NCCC(C)C)nc2-c2ccc(OC)c(OC)c2)cc1OC,-5%
CCOc1ccc(C2Cn3nnc(-c4nc(-c5ccc(OC)cc5)no4)c3CO2)cc1 (stereo not drawn),i
CCOc1ccc(NC(=O)c2oc3ccccc3c2NC(=O)Cc2cccc(C)c2)cc1,?
Cn1c(SCC(=O)N2CCCc3ccccc32)ncc(C(=O)Nc2ccc(Cl)cc2)c1=O,44%[activator]
CCN1C(=O)CCc2cc(NC(=O)NC3CCCC3)ccc21,i
O=C(CN1N=C(c2ccc(Cl)cc2)CCC1=O)NCc1ccc(F)cc1,19%
O=C(NCCc1ccccc1)c1ccc(CS(=O)Cc2ccc(Cl)cc2)o1 (stereo not drawn),-1%
Cc1nn(-c2ccccc2)c2sc(C(=O)Nc3ccc(Br)cc3)cc12,?
Cc1cnc(C(=O)N[C@@H]2CCC[C@@H]2C(=O)N2CCOCC2)cn1,15%
CCCN1C(=O)CC[C@H]2CN(C(=O)c3cnc(C4CC4)[nH]c3=O)CC[C@H]21,11%

# Shown tab-delimited: entries from further up
canonical_smiles	Pf Dd2 inh
O=C(NCCc1ccccc1)c1ccc(CS(=O)Cc2ccc(Cl)cc2)o1 (stereo not drawn)	-1%
Cn1c(SCC(=O)N2CCCc3ccccc32)ncc(C(=O)Nc2ccc(Cl)cc2)c1=O	44%[activator]

# Back to the main list; the two compounds before the break are reprinted first.
SMILES,Pf Dd2 inh
Cc1cnc(C(=O)N[C@@H]2CCC[C@@H]2C(=O)N2CCOCC2)cn1,15%
CCCN1C(=O)CC[C@H]2CN(C(=O)c3cnc(C4CC4)[nH]c3=O)CC[C@H]21,11%
CCN1CCN(C(c2ccc(F)cc2)c2sc3nc(-c4ccco4)nn3c2O)CC1 (stereo not drawn),-19%
CCCC(=O)Nc1ccc2nc(SCC(=O)N3CCOCC3)sc2c1,-20%
CCc1ccc(OCC(=O)Nc2ccc(Cl)c(-c3nc4ncccc4o3)c2)cc1,-13%
Cc1noc(C)c1CC(=O)N1CCCC2(C1)Nc1cccnc1NC2=NC1CCCC1 (stereo not drawn),69%[activator][5.79 µM]
Cc1cccc(CCN2CCc3[nH]cnc3C2C(=O)O)n1 (stereo not drawn),3%
CCNC(=O)[C@@H]1C[C@H](N)CN1S(=O)(=O)c1cc(C)cc(C)c1,-17%
Cc1ccc(Cl)cc1N1CCN(C(=O)c2cc3c(=O)n(C)c4ccccc4c3s2)CC1,32%[activator][5.79 µM]
Cc1noc(C)c1S(=O)(=O)N1C[C@@H](F)C[C@H]1C(=O)N1CCOCC1,13%
CCOc1ccc(C(=O)Nc2ccc(C(=O)OCc3cc(=O)n4nc(CC)sc4n3)cc2)cc1,27%
O=C(CN1C(=O)NC2(CCOCC2)C1=O)Nc1ccccc1F,-10%
COCC(=O)N[C@@H]1CN(C(=O)C2CC2)CC[C@@H]1c1nc(C)no1,i[5.79 µM]
O=C(Cc1ccccc1)N(Cc1cccnc1)c1nc2c(F)cc(F)cc2s1,?
CCOc1cccc(CNC(=O)[C@H]2CCC[C@H]2NC(=O)c2ccc(OC)cc2)c1,?
COc1ccc2cc(C3CN(CCC(=O)NC(C)(C)C)CCO3)ccc2c1 (stereo not drawn),-27%
O=C(NC1CCN(c2nc3ncccc3o2)CC1)c1ccc(C(F)(F)F)cc1,i
CN(C)CCOc1cccc2c1c(NC(=O)c1ccn[nH]1)nn2-c1ccc(F)cc1,-28%
COc1ccc(CN2C(=O)c3ccccc3C2C(=O)NC2CCCCCC2)c(OC)c1 (stereo not drawn),i
Cc1nn2c(c1-c1ccccc1[S+](C)(=O)[O-])N(Cc1ccc(C(=O)O)s1)CCC2,?
COc1ccc(OC)c(CN2CCC3OCCN(Cc4ccccc4F)C(=O)C3C2)c1 (stereo not drawn),?
CN(C)c1cc(=O)c2ccnc(-c3ccc(F)c(Cl)c3)c2o1,i
O=C(Nc1c(C(=O)N2CCN(c3ccccc3F)CC2)oc2ccccc12)c1ccco1,4%
CCCN(CCC)CCCNC(=O)C1CCCN(S(=O)(=O)c2cccc3nsnc23)C1 (stereo not drawn),-19%
CCCc1nn2c(C)c(-c3ccccc3)nc2s1,7%
Cc1ccc(-c2nc(NC(=O)CSc3nc(C)nc4sc5c(c34)CCCC5)ns2)cc1,40%[activator]
C=CCC(CC=C)(CNC(=O)C(=O)Nc1ccc(Br)cc1)c1ccc(OC)c(OC)c1,?
O=C(c1ccoc1)N1CCC(Oc2ccccc2)C1 (stereo not drawn),-17%
O=C(NCCCc1ccccc1)c1nn(-c2ccccc2F)nc1CO,19%
CCc1ccc(NC(=O)C2CCN(c3ccc(Sc4ccc(C)cc4)nn3)CC2)cc1,19%
COc1ccc(CNC(=O)c2c(O)nc3c(C)cccn3c2=O)cc1,-13%
CC1CCC2(CC1)NC(=O)N(CC(=O)NCCCc1ccccc1)C2=O (stereo not drawn),26%
COc1cncc(CN2CCC3(CC2)COCCN3C(=O)OCc2ccccc2)c1,?
Cc1cc(-c2cc(-c3ccc(F)cc3)nc3c(C)noc23)ccn1,-17%[44.1 µM]
Cc1cc(=O)n(CC(=O)NCCCc2ccccc2)c(N2CCc3ccccc3C2)n1,?
Cc1cc(S(=O)(=O)N2CCCC(CCC(=O)N3CCOCC3)C2)n(C)n1 (stereo not drawn),0%
C[C@@H]1C(=O)O[C@H]2[C@H]1CC[C@@]1(C)Cc3sc(Nc4cccnc4)nc3[C@@H](C)[C@H]21,?
COc1ccc(-c2nnc([C@H]3CCN(Cc4ccc(F)c(F)c4)C3)o2)cc1,i
CNc1nc(Oc2ccc(=O)[nH]n2)nc(N2CCOCC2)n1,-5%
CCOc1cc(=O)n2c(c1C(=O)NCc1ccccc1Cl)CCCC2,21%
Cc1cnc(CC2CCCN(C(=O)c3cccnc3)C2)n1Cc1ccc(F)cc1 (stereo not drawn),i
CCOc1ccc(C(=O)N2CCCC3(C2)NC(=O)N(Cc2ccc(Cl)cc2)C3=O)cc1 (stereo not drawn),0%
COc1cc([N+](=O)[O-])ccc1NC(=O)c1nc2ccccc2n(C)c1=O,19%
Cc1ccc(NC(=O)CSc2nnc(-c3ccc([N+](=O)[O-])cc3)o2)c(C)c1,21%
FC(F)(F)c1ccc(CN2CC(N3CCc4ccccc43)C2)cc1,1%
CCN(c1ccccc1C)S(=O)(=O)c1nnc(NC(=O)c2ccco2)s1,-14%
CC(C)N1CC2CCC(C1)N2Cc1ccc(C#N)cc1,7%[44.1 µM]
CCCCN(C)C(=O)c1c(C)sc2ccn(CCC)c(=O)c12,?
COc1ccccc1Nc1sc(C(=O)c2ccc3c(c2)OCO3)c(N)c1S(=O)(=O)c1ccccc1,?
CCN(CC)Cc1nc(C2(O)CCN(C(=O)COc3ccccc3)CC2)cs1,i
Cc1ccccc1CN1CCCN(CC(=O)Nc2ccc3c(c2)OCCO3)S1(=O)=O,41%[activator]
Cc1ccc(C(=O)N2CCC(N3Cc4ccccc4C3=O)CC2)cc1,13%
COc1ccc(C(=O)N2CCC(N3Cc4ccccc4C3=O)CC2)cc1,7%
COc1cc(C(=O)NCCCn2ccnn2)ccc1OC1CCN(C(C)=O)CC1,-4%
CC1(CNc2ccccc2)COc2ccc(C(=O)NCc3cccc(F)c3)cc2N1 (stereo not drawn),?
COc1cc(F)ccc1-c1nc(N2CCOCC2)cc2c1CN(c1ccccc1)C2=O,?
O=C(NC1CCCC1)N1CCN(c2nc3ncccc3o2)CC1,-20%[44.1 µM]
O=C(c1ccccc1F)N1CCC(N2C(=O)C(O)C23CCCCC3)CC1 (stereo not drawn),-8%
C=C[C@H]1CN2CC[C@H]1C[C@@H]2CNS(=O)(=O)c1ccc(Cl)cc1,-6%[44.1 µM]
CN1CC2(CCCN(CC3CC3)C2)c2cc(C(=O)N3CC(O)C3)ccc21 (stereo not drawn),-4%[44.1 µM]
COCc1nc(-c2ccc(OC3CCN(C(=O)c4sc(C)nc4C)C3)cc2)no1 (stereo not drawn),-2%[5.79 µM]
O=S(=O)(Cc1ccccc1)NC[C@H]1Cn2c(-c3ccc(F)cc3)cnc2CO1,i

# Reformatted as tab-separated lines: 2 of the compounds above.
smiles	Pf Dd2 inh
O=S(=O)(Cc1ccccc1)NC[C@H]1Cn2c(-c3ccc(F)cc3)cnc2CO1	i
CC1(CNc2ccccc2)COc2ccc(C(=O)NCc3cccc(F)c3)cc2N1 (stereo not drawn)	?

# (continued)
SMILES,Pf Dd2 inh
CCC(C)C(=O)N1CCC2(CC1)CN(Cc1ccc(OC)cc1)C2=O (stereo not drawn),-1%
COCCOCC(=O)N1CCC2(CC1)NCCc1c2[nH]c2ccccc12,-27%
COCC1CN(C(=O)C2(c3ccc(OC)cc3)CC2)CC12CCOCC2 (stereo not drawn),-9%
CCOc1ccc(-c2cccc(NS(=O)(=O)c3ccc(Cl)s3)c2)nn1,37%[activator][0.594 µM]
COc1cc(F)ccc1-c1ccc2c(n1)c(=O)ncn2CCC(F)(F)F,-19%[44.1 µM]
C=CCN1C[C@@H]2CN(C(=O)CCc3cccc(OC)c3)C[C@]2(C(=O)O)C1,-17%
Cc1ccc(OCC(=O)NCCC2CCN(C(=O)Nc3cc(F)cc(F)c3)CC2)cc1,?
O=C(CN1C(=O)C2(SCC(=O)N2c2ccc(Cl)cc2)c2ccccc21)NCCc1ccccc1 (stereo not drawn),?
Cc1ccn(CC(=O)N2CCCC(CCc3ccccc3C)C2)n1 (stereo not drawn),?
COc1cccc(C(=O)N2CCCC(n3cc(-c4noc(C)n4)nn3)C2)c1 (stereo not drawn),i
COc1ccc(CNC(=O)C(=O)NCC(c2cccs2)S(=O)(=O)c2ccc(C)cc2)cc1 (stereo not drawn),i
O=S(=O)(c1ccc2nc(NCc3ccccc3Cl)ccc2c1)N1CCCCC1,?
COc1cc(NC(=O)c2ccc(-c3nc(COc4ccccc4)c(C)o3)cc2)cc(OC)c1,?
O=C(NCc1ccccc1)C1CCC(CNS(=O)(=O)c2ccc(Br)s2)CC1 (stereo not drawn),-1%
O=C(Cn1c(-c2cccs2)cc2ccccc21)NCCCN1CCN(c2ccccc2F)CC1,8.9µM*
CN1CCN(c2nc3c(c(=O)[nH]2)CCN(CCc2ccccc2)CC3)CC1,13%[5.79 µM]
COC(=O)C1CCCCN1C(=O)CCc1nnc(CCc2ccccc2OC)o1 (stereo not drawn),-5%
COC(=O)Cc1c(C)c2ccc3c(c2oc1=O)CN(Cc1ccc(Cl)cc1)CO3,7.1µM*
O=C(c1ccc(F)cc1)N1C[C@@H]2C[C@H](C1)c1c(-c3ccccc3F)ccc(=O)n1C2,-19%[44.1 µM]
O=C(c1cccc(F)c1)N1CCC(c2n[nH]c(=O)n2-c2ccccc2)CC1,-11%

# Ordered by number of heavy atoms (low to high): part of the list above.
SMILES,Pf Dd2 inh
FC(F)(F)c1ccc(CN2CC(N3CCc4ccccc43)C2)cc1,1%
O=S(=O)(Cc1ccccc1)NC[C@H]1Cn2c(-c3ccc(F)cc3)cnc2CO1,i
CCOc1ccc(C2Cn3nnc(-c4nc(-c5ccc(OC)cc5)no4)c3CO2)cc1 (stereo not drawn),i
O=C(Nc1c(C(=O)N2CCN(c3ccccc3F)CC2)oc2ccccc12)c1ccco1,4%
